# Assay outcomes deposited in PubChem by Broad Institute.
# E-sel inducer: induces E-selectin expression in human endothelial cells | P16581 | HUVEC E-selectin immunofluorescence imaging; normalized: neutral wells 0, TNF-alpha wells 100 | activation, % at 7.58 µM | 260,000 compounds, 0.37% hits | AID 686992;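 active means mean E-selectin-positive cell signal at least 10% of the positive control, reached in at least 60% of replicates, without over 20% cell loss; inconclusive means no rule given, readout overlaps actives, possibly toxicity-flagged; inactive means the rest, including those meeting only one limit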;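 further: in these data hits start at about 27%; measured in HUVEC primary endothelial cells; signal is the percent of cells scored E-selectin positive by PE staining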
#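 Material: HUVEC primary endothelial cells; Amount: 3,000 cells per well; Dosing: single concentration; Medium: EGM-2 growth medium on 0.1% gelatin-coated wells; Read-out basis: percent E-selectin-positive cells; Signal: immunofluorescence imaging; Control set: TNF-alpha, DMSO.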
# RAD54 branch: blocks human RAD54 Holliday junction branch migration. 360,000 compounds, 0.14% hits. inhibition, % at 10.4 µM. FAM/BHQ fluorescence. AID 602329;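 active means mean normalized replicate activity at least 40 and at least half of replicates scoring 40 or more; inconclusive means only one of the two criteria met; inactive means mean below 40 and under half of replicates reaching 40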;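 further: 0% = median of neutral control wells and 100% = median of positive control wells; inhibitors cause a drop in the FAM fluorescence signal; in these data hits start at about 50%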
# Target sequence (Q92698 whole entry, looked up): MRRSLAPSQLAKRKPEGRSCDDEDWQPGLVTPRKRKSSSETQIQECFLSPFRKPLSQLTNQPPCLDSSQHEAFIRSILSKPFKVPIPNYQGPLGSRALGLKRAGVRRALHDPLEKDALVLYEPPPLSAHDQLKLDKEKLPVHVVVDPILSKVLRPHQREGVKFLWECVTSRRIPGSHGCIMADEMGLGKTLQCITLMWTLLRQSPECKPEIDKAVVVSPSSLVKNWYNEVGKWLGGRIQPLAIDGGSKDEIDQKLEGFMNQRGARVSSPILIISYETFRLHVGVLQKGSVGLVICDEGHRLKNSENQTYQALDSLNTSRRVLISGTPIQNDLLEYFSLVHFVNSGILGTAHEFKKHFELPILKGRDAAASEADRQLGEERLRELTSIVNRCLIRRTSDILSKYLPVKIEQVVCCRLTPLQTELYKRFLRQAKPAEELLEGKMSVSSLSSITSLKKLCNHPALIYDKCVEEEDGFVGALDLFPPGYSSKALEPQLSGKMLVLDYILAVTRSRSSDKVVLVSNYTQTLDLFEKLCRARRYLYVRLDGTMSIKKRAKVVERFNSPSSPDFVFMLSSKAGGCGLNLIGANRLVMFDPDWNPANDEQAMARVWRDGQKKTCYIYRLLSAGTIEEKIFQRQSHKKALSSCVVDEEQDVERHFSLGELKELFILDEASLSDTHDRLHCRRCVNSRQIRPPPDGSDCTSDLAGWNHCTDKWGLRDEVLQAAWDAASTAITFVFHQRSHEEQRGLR
# Xi reactivation: X-chromosome reactivation activator; XiGFP mouse fibroblasts, % GFP-positive cells imaging, 3 d; cells co-treated with 5-aza-dC sensitizer; scaled so ellipticine positive control = 100%; activation, % at 7.58 µM; 360,000 compounds, 0.055% hits;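 active means mean normalized replicate activation at least 10% and every replicate at or above 10%; inconclusive means only one of the two criteria met; inactive means mean below 10% and not all replicates reach 10%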;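 further: 0% = median of on-plate neutral control wells and 100% = ellipticine 6 µM median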
#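 Assay system: SV40-immortalized XiGFP fibroblast cells, line 68-5-11; buffer or medium: DMEM plus 5-aza-dC sensitizer; compound: one concentration, pinned; timing: compounds 3 days, fix/stain 15 min at room temperature; benchmarks: positive control ellipticine, 6 µM final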
# RAD52 anneal inh: blocks human RAD52 DNA annealing. P43351. recombinant RAD52 DNA annealing, FRET fluorescence. inhibition, % at 18.7 µM. 360,000 compounds, 0.46% hits. AID 651710;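 active means every replicate showing at least 50% inhibition; inconclusive means mean inhibition at least 50% but not in every replicate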
# CFTR F508del cor: correctors of CFTR F508del function in bronchial epithelial cells; AID 720511; 350,000 compounds, 0.36% hits; CFBE cells, YFP halide quenching; stimulated with forskolin plus potentiator P3; % fluorescence drop versus neutral controls; activity (quench increase), % at 7.58 µM;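 active means mean added fluorescence quench of at least 8% versus neutral control, with both replicates also reaching 8%; inconclusive means only one of the mean or replicate conditions met; inactive means mean below 8% and not both replicates reaching 8%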;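 further: cells transiently co-express mutant CFTR-F508del with the halide-sensitive YFP; corrector assay measuring rescue of mutant channel to the surface after 24 h compound exposure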
# DENV2 CPE: protects cells from dengue virus 2 cytopathic effect. DENV2-infected cells, cytopathic effect rescue, plate reader. CPE inhibition, % at 9.99 µM. 350,000 compounds, 1.7% hits. AID 651640; in the data active means CPE inhibition above about 20%, passing the limit was not always enough; inconclusive means no clear call, values can overlap the other calls; tested in BHK-21 cells;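 further: 0% = median of neutral control wells and 100% = median of positive control wells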
# INS-1E GSIS act: primary screen for activators of insulin secretion dependent on glucose, INS-1E cells, GLuc reporter luminescence. INS-1E GLuc reporter insulin secretion, 2-3 h. activation, % at 16.6 µM. 370,000 compounds, 0.61% hits;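 active means lowest replicate activation of at least 40%, so every replicate reaches that level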;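 further: 0% = median of neutral control wells and 100% = median of IBMX positive control wells; some compounds called inactive have numbers as strong as hits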
# CASP6 VEID inh: caspase-6 (human) enzyme inhibition; 350,000 compounds, 0.53% hits; P55212; purified caspase-6, Z-VEID-R110 cleavage fluorescence; inhibition, % at 12.5 µM;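 active means mean inhibition across replicates at least about 35%, with every replicate also reaching that limit, limit read from the data; inconclusive means only one of the two criteria met; inactive means neither criterion met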;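 further: 0% = median of neutral control wells and 100% = no fluorescence left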
# Target sequence (P55212 24-179 limits assumed): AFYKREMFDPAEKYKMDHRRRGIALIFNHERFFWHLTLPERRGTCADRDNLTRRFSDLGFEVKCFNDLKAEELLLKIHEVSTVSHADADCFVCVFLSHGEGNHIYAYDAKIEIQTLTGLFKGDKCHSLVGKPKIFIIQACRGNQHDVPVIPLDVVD
# Target sequence (P55212 194-293 limits assumed): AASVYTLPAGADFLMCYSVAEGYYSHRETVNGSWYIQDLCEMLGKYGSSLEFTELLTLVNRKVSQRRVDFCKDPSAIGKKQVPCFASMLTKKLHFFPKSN
# Active calls of the source: *; ? = inconclusive; . = no result given; & = joins results of further samples; ! = repeats disagree.
structure	E-sel inducer	RAD54 branch	Xi reactivation	RAD52 anneal inh	CFTR F508del cor	DENV2 CPE	INS-1E GSIS act	CASP6 VEID inh
Cc1ccc(S(=O)(=O)N(C)C[C@@H]2Oc3ccc(NC(=O)CCCN(C)C)cc3CC(=O)N([C@H](C)CO)C[C@@H]2C)cc1	-0.1	.	-0.1	-3	-0.3	4	21	0
O=C(NCCN1CCCC1)c1ccc2c(c1)N(Cc1ccc(F)cc1)C(=O)c1ccccc1S2=O (centres undefined)	0.0	2	0.0	-20	0.0	10	.	2
Cc1ccc(NC(=O)COC(=O)C2CC(=O)N(Cc3ccccc3)C2)cc1F (centres undefined)	.	.	0.0	5	1.4	-7	16	3
Cc1ccc(C(=O)NC(=S)NCc2cccnc2)cc1C	4.3	.	0.0	-11	1.4	.	-8	-3
Nc1cccc2c(=O)c3ccccc3[nH]c12	0.1	3	0.1	-9	-1.0	0	-45	1
C[C@@H]1CCCCO[C@H](CN(C)S(=O)(=O)c2cccs2)[C@H](C)CN([C@H](C)CO)C(=O)c2cc(NS(=O)(=O)c3ccc(F)cc3)ccc2O1	.	5	0.0	41	1.2	0	-29	-3
C/C=C/c1ccc([C@@H]2[C@H](CO)N(S(=O)(=O)Cc3ccccc3)C23CN(C(=O)C2CCOCC2)C3)cc1	-0.4	.	0.1	-36	0.9	2	-3	1
COCC(=O)Nc1ccc2c(c1)[C@@H]1C[C@@H](CC(=O)NCc3cc(F)ccc3F)O[C@H](CO)[C@@H]1O2	-0.4	2	-0.1	.	-2.0	-11	5	.
CCN(CC(=O)Nc1ccc(S(=O)(=O)N2CCCCC2)cc1)Cc1ccccc1	0.8	8	0.1	-24	-0.2	3	-39	-8
COc1cc(OC)c(OC)cc1/C=C1\CCC(C2CCCC2)C1=O (centres undefined)	-0.9	-15	1.5	-7	2.3	-7	8	-2
O=C(c1ccc(CS(=O)(=O)c2ccc(Br)cc2)o1)N1CCN(C2CCCCC2)CC1	.	-6	-0.1	-27	-2.3	-3	6	1
CC(=O)Nc1ccc2c(c1)C(=O)N(C)[C@H]1CC[C@@H](CC(=O)NCc3ccccc3Cl)O[C@@H]1CO2	0.0	3	0.2	13	-1.3	14	0	1

# The list goes on; the last 7 above are carried over.
structure	E-sel inducer	RAD54 branch	Xi reactivation	RAD52 anneal inh	CFTR F508del cor	DENV2 CPE	INS-1E GSIS act	CASP6 VEID inh
C[C@@H]1CCCCO[C@H](CN(C)S(=O)(=O)c2cccs2)[C@H](C)CN([C@H](C)CO)C(=O)c2cc(NS(=O)(=O)c3ccc(F)cc3)ccc2O1	.	5	0.0	41	1.2	0	-29	-3
C/C=C/c1ccc([C@@H]2[C@H](CO)N(S(=O)(=O)Cc3ccccc3)C23CN(C(=O)C2CCOCC2)C3)cc1	-0.4	.	0.1	-36	0.9	2	-3	1
COCC(=O)Nc1ccc2c(c1)[C@@H]1C[C@@H](CC(=O)NCc3cc(F)ccc3F)O[C@H](CO)[C@@H]1O2	-0.4	2	-0.1	.	-2.0	-11	5	.
CCN(CC(=O)Nc1ccc(S(=O)(=O)N2CCCCC2)cc1)Cc1ccccc1	0.8	8	0.1	-24	-0.2	3	-39	-8
COc1cc(OC)c(OC)cc1/C=C1\CCC(C2CCCC2)C1=O (centres undefined)	-0.9	-15	1.5	-7	2.3	-7	8	-2
O=C(c1ccc(CS(=O)(=O)c2ccc(Br)cc2)o1)N1CCN(C2CCCCC2)CC1	.	-6	-0.1	-27	-2.3	-3	6	1
CC(=O)Nc1ccc2c(c1)C(=O)N(C)[C@H]1CC[C@@H](CC(=O)NCc3ccccc3Cl)O[C@@H]1CO2	0.0	3	0.2	13	-1.3	14	0	1
Cc1ncn2cc(-c3ccc(Cl)cc3Cl)[nH]c(=O)c12	.	9	0.1	-27	2.5	-1	.	-2
CC=Cc1ccc2n(c1=O)C[C@@H]1[C@@H](CO)[C@H](C(=O)NCCc3cn(C)cn3)N(C(=O)CC)[C@H]21 (mixture of isomers)	-0.3	.	0.3	-6	1.9	3	-1	0
C[C@@H]1CCCCO[C@H](CN(C)S(C)(=O)=O)[C@@H](C)CN([C@H](C)CO)C(=O)c2cc(NC(=O)NC3CCCCC3)ccc2O1	-0.2	2	-0.1	15	-0.4	1	1	4
COC(OC)c1ccnc(-c2ccc(OC(=O)c3ccccc3)cc2)n1	.	.	0.0	1	1.4	3	4	8
Cc1noc(C)c1NC(=O)Nc1ccc2c(c1)CC(=O)N([C@@H](C)CO)C[C@H](C)[C@H](CN(C)S(=O)(=O)c1ccc(F)cc1)O2	-0.1	28	0.2	1	-3.0	1	12	1
COc1ccc(-n2c(NCCN(C)C)nc3sc4c(c3c2=O)CCCCC4)cc1	.	3	.	19	-1.1	-12	-9	-8
CCc1ccc([C@H]2[C@@H]3C(=O)C[C@@H]4C(=O)N(Cc5ccccc5)C(=O)[C@@H]4[C@@H]3CN2S(=O)(=O)c2ccc(C)cc2)cc1	0.7	1	0.1	-15	-3.1	0	-1	-2
O=C(O)C1Cc2ccccc2CN1S(=O)(=O)c1ccccc1 (centres undefined)	4.0	8	0.4	-8	1.2	-6	12	9
CNC[C@@H]1Oc2ccc(NS(=O)(=O)c3ccccc3)cc2CC(=O)N([C@@H](C)CO)C[C@@H]1C	-3.9	-1	0.1	-12	2.2	9	1	0
Cc1cc(N/C(=N/S(=O)(=O)c2ccc(F)cc2)c2ccccc2)n(-c2ccccc2)n1	.	.	-0.1	-13	-2.4	-5	-14	4
C=CCn1c(O)c(N=NC(=S)Nc2ccc(OC)c(Cl)c2)c2ccccc21	.	0	0.1	-11	2.6	13	2	-4
O=C(COC(=O)c1ccccc1C(=O)OCC(=O)NCCc1c[nH]c2ccccc12)NCCc1c[nH]c2ccccc12	0.3	6	0.0	-13	0.6	-11	-3	-1

# An excerpt from above in order of SMILES length, rising:
structure	E-sel inducer	RAD54 branch	Xi reactivation	RAD52 anneal inh	CFTR F508del cor	DENV2 CPE	INS-1E GSIS act	CASP6 VEID inh
Cc1ncn2cc(-c3ccc(Cl)cc3Cl)[nH]c(=O)c12	.	9	0.1	-27	2.5	-1	.	-2
COC(OC)c1ccnc(-c2ccc(OC(=O)c3ccccc3)cc2)n1	.	.	0.0	1	1.4	3	4	8
C=CCn1c(O)c(N=NC(=S)Nc2ccc(OC)c(Cl)c2)c2ccccc21	.	0	0.1	-11	2.6	13	2	-4

# Other structures
structure	E-sel inducer	RAD54 branch	Xi reactivation	RAD52 anneal inh	CFTR F508del cor	DENV2 CPE	INS-1E GSIS act	CASP6 VEID inh
CCOc1ccc(C(NC(=O)/C=C/c2ccco2)c2ccc(OC)c(OC)c2)cc1 (centres undefined)	-0.1	-4	0.0	-27	.	-2	-12	9
CC(C)NC(=O)Nc1ccc2c(c1)C(=O)N([C@@H](C)CO)C[C@H](C)[C@@H](CN(C)Cc1ccc(C(F)(F)F)cc1)O2	89*	10	0.0	-4	-3.2	-16	6	2
CCOC(=O)CSc1nc(C2CC2)cc(-c2ccc(Cl)cc2)c1C#N	-0.1	18	0.4	-20	.	-3	.	1
O=C(c1ccsc1)N1CCCC(N2CCN(c3ccccc3F)CC2)C1 (centres undefined)	-0.2	2	0.0	-9	-0.4	3	6	-3
O=C(O)c1ccc(-n2c(/C=C/c3cccc([N+](=O)[O-])c3)nc3ccccc3c2=O)cc1	0.0	-1	0.0	-11	-0.8	1	-24	10
O=C(Cc1ccccn1)N[C@H]1CC[C@H](CC(=O)N2CCCCC2)O[C@H]1CO	-0.4	-25	0.9	-5	1.9	1	2	-1
Cc1cccc(C)c1-n1nnnc1C1(C)CCC(=O)N1Cc1ccco1 (centres undefined)	11	.	0.0	-7	2.9	5	6	1
C[C@@H]1CN([C@H](C)CO)C(=O)c2cc(NC(=O)Nc3ccc(C(F)(F)F)cc3)ccc2O[C@@H](C)CCCCO[C@@H]1CN(C)C(=O)NC1CCCCC1	0.5	-2	0.2	-9	2.9	?	7	0
COc1ccc(S(=O)(=O)N2[C@@H]3CNC[C@H]2C3c2ccc(-c3cccc(C)c3)cc2)cc1 (some centres undefined)	0.1&0.0	.	0.1&0.1	65*!	0.5&2.0	-3&-2	15&-6	-1&2
O=C(Cc1ccccn1)c1ccc(Cl)cc1	-0.2	-10	0.0	-12	-0.1	-12	15	-1
CN(C)CC(=O)N[C@@H]1CC[C@H](CCNS(=O)(=O)c2ccccc2)O[C@H]1CO	-0.1	1	-0.1	-5	0.1	-3	8	-58
Cc1ccc(OC(F)F)c(NC(=O)Nc2ccc3c(c2)OCO3)c1	0.2	6	0.4	2	-1.7	14	11	-2
O=C(Cn1cccc1C(=O)c1ccccc1)NCc1cccc(Cl)c1	3.1	.	0.0	-18	-1.6	3	2	1
Nc1nc(NCc2ccco2)nc(Nc2ccccc2)c1[N+](=O)[O-]	.	-8	0.0	-1	0.1	0	.	-2
O=C(N/C(=C/c1ccco1)C(=O)N1CCOCC1)c1ccccc1Br	.	-12	-0.1	-11	-2.2	-14	-6	-2
COc1ccccc1NC(=O)N1C[C@@H](O)COC[C@@H]2O[C@@H](CC(=O)NCCc3ccccc3)CC[C@H]21	-0.1	0	0.1	4	1.6	-1	1	-4
CCC(CC)N=C1NS(=O)(=O)c2cc([N+](=O)[O-])ccc21	.	.	0.0	-52	3.7	5	11	5
COc1ccc(NC(C)=O)cc1C	1.5	.	0.1	-14	2.2	8	8	2
N#Cc1cccc(NS(=O)(=O)c2ccc(S(=O)(=O)N3CCOCC3)cc2)c1	.	-3	-0.1	-16	-3.4	-4	-10	0
O=C(O)c1ccccc1N1C(=O)C2C3c4ccccc4C(Br)(c4ccccc43)C2C1=O (centres undefined)	.	.	-0.9	-2	-1.1	1	20	2
